12-LOX inh: Primary qHTS assay for inhibitors of human arachidonate 12S-lipoxygenase (ALOX12): Round 2. purified 12hLO, xylenol orange hydroperoxide absorbance. AID 1671190, 2021. actives 1.1% (n = 580,000). Polyunsaturated fatty acid lipoxygenase ALOX12 (Homo sapiens), P18054. Potency, µM (top dose mostly 108 µM), for the others: at the top dose activity change, negative = inhibition, most hits filed as inhibitors; also: potency is read from the fitted curve at half-maximal effect; % is scaled to controls: 0 for no effect and ±100 for the full control effect
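Hydroperoxide product was detected by ferrous iron/xylenol orange as the 573 to 405 nm absorbance ratio. Arachidonic acid at 40 uM (final) was turned over for 30 min at room temperature by 150 nM human 12hLO, pH 7.0 Hepes buffer, after 15 min compound preincubation.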
RGS4 inhibitor: Inhibitors of Regulator of G Protein Signaling (RGS) 4: qHTS | Regulator of G-protein signaling 4 (Homo sapiens), P49798 | Transcreener GDP fluorescence polarization, RGS4-accelerated GTP hydrolysis | Potency, µM (series often up to 114 µM), for inactives: at the top dose activity change, negative = inhibition, most hits filed as inhibitors | actives 0.039% (n = 390,000) | AID 504845, 2011; also: potency is read from the fitted curve at half-maximal effect; % is scaled to controls: 0 for no effect and ±100 for the full control effect; nearly all actives have a fitted effect of over 75% in size; some results filed as inactive show a strong effect at the top dose
Target sequence (P49798 whole entry, looked up): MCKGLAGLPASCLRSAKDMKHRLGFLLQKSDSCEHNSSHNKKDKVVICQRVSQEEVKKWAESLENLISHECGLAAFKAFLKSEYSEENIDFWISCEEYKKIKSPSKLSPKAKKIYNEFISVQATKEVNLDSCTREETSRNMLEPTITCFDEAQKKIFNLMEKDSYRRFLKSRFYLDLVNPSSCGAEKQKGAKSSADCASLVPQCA
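MLSMR compounds (23 nl, pin-transferred) preincubated 10 min at room temperature with a 500nM (2x) first reagent, then RGS4 at 900nM (2x) plus Transcreener GDP mix added; fluorescence polarization (620/688 nm) read before and after 90 min at 30 °C.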
PI4K2A block: qHTS for small molecular inhibitors of PI4K2A; actives 0.13% (n = 420,000); Phosphatidylinositol 4-kinase type 2-alpha (Homo sapiens), Q9BTU6; activity change, negative = inhibition, % at 76.9 µM; purified PI4K2A, ADP-Glo luminescence, 1 h; hits give low values; in the data active = activity change below about -50%; inconclusive = mostly about -30% to -49%;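 also: -100% = wells without enzyme as full effect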
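PI4K2A activity was measured by ADP-Glo luminescence: enzyme (4 ug/mL stock) and phosphatidylinositol (1.2 mM stock) in Tris pH 7.5/MgCl2/EGTA/Triton X-100 buffer were reacted with ATP (300 microM stock) for one hour at ambient temperature.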
GLS inhibitor: qHTS for Inhibitors of Glutaminase (GLS). GLS enzymatic activity, qHTS titration. actives 0.21% (n = 410,000). Glutaminase kidney isoform, mitochondrial (Homo sapiens), O94925. Potency, µM (titrated, usually from 45.5 µM), without a hit: at the highest dose activity change, negative = inhibition, most hits filed as inhibitors; also: potency is read from the fitted curve at half-maximal effect; % is scaled to controls: 0 for no effect and ±100 for the full control effect
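Compounds were pin-transferred onto hKGA, after which L-glutamine (1 mM solution) and a detection mix of glutamate oxidase, HRP and Amplex Red were added. Initial and 30 min RT fluorescence reads were collected.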
HP1b binding inh: HTS for Inhibitors of HP1-beta Chromodomain Interactions with Methylated Histone Tails; Potency, µM (titrated, usually from 114 µM), for the others: top-dose activity change, negative = inhibition, most hits filed as inhibitors; actives 0.56% (n = 390,000); AlphaScreen HP1-beta / biotin-H3K9me3 peptide binding; also: potency is read from the fitted curve at half-maximal effect; nearly all actives have a fitted effect of over 70% in size; inactives centre near 23
Target sequence (P83916 whole entry, looked up): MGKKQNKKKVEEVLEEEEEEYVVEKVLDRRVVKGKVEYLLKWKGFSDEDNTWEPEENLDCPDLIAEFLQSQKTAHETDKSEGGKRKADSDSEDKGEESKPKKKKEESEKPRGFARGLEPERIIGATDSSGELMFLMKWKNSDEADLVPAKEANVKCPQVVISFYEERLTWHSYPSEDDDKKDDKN
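AlphaScreen: HP1-beta (50 nM) preformed 30 min with biotin-H3(1-18)K9me3 peptide (50 nM) in PBS pH 7.4, 0.01% Tween-20. Compound added for 30 min at RT, then streptavidin donor/nickel chelate acceptor beads (10 ug/mL) for 30 min.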
BAZ2B inh: qHTS Assay for Inhibitors of BAZ2B; Bromodomain adjacent to zinc finger domain protein 2B (Homo sapiens), Q9UIF8; AlphaScreen BAZ2B-H3K14Ac peptide displacement; Potency, µM (doses to about 114 µM), without a hit: at the top dose activity change, negative = inhibition, hits mostly inhibitors; actives 4.4% (n = 360,000); also: potency is read from the fitted curve at half-maximal effect; % is scaled to controls: 0 for no effect and ±100 for the full control effect; nearly all actives have a fitted effect of over 60% in size
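AlphaScreen displacement of biotin-H3(5-23)K14Ac peptide (50 nM final) from BAZ2B (50 nM final) in PBS pH 7.4, 0.01% Tween-20; complex preformed 30 min RT, then compounds (top 110 uM) 30 min RT, beads 20 min dark.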
JMJD2A Tudor inh: qHTS Assay for Inhibitors of JMJD2A-Tudor Domain. Lysine-specific demethylase 4A (Homo sapiens), O75164. AlphaScreen JMJD2A-Tudor / H3K4me3 peptide binding. Potency, µM (series often up to 114 µM), inactives show top-dose activity change, negative = inhibition, hits mostly inhibitors. actives 4.4% (n = 390,000); also: potency is read from the fitted curve at half-maximal effect; % is scaled to controls: 0 for no effect and ±100 for the full control effect; nearly all actives have a fitted effect of over 50% in size
G9a block: qHTS Assay for Inhibitors of Histone Lysine Methyltransferase G9a. Potency, µM (titrated, usually from 102 µM), for the others: at the highest dose activity, negative = inhibition, hits mostly inhibitors. Histone-lysine N-methyltransferase EHMT2 (Homo sapiens), Q96KQ7. AID 504332, 2011. actives 8.8% (n = 350,000). G9a H3K9 monomethylation, AlphaScreen, 2 h; also: potency is read from the fitted curve at half-maximal effect; % is scaled to controls: 0 for no effect and ±100 for the full control effect; nearly all actives have a fitted effect of over 75% in size
Target sequence (Q96KQ7 913-1193 limits assumed): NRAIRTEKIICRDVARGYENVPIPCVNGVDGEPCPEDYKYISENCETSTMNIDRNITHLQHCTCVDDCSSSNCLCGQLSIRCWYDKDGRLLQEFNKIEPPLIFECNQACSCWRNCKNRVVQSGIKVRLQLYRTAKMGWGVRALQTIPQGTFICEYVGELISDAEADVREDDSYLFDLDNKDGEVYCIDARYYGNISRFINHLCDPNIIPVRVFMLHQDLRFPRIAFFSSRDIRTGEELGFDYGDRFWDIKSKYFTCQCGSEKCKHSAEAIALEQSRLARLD
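Methyltransferase reactions run at room temperature for 2 h (20 nM enzyme, 500 nM biotin-H3K9 peptide, 20 uM SAM) after a 15 min compound preincubation; product detected by AlphaScreen beads and anti-H3K9me1 antibody.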
ERG-DNA inh: qHTS for Small Molecule Inhibitors of the ERG Ets/DNA interaction | Potency, µM (top dose mostly 76.9 µM), inactives show top-dose FP activity, negative = inhibition, most hits filed as inhibitors | actives 0.028% (n = 370,000) | fluorescence polarization, His-ERG Ets domain / labelled DNA | AID 624246, 2012; active = well fitted inhibition curve with a large enough effect in the polarisation, with a control signal flat; inconclusive = small, poorly fitted or top-dose-only effect, or effect the other way, or a change in a side signal; inactive = no such curve, though single readings can be large or run the other way; the % refers to the polarisation;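 also: polarization taken with two DNA probes labelled with fluorescein and Texas red; potency is read from the fitted curve at half-maximal effect; % of control where 0% means no effect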
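His-tagged ERG Ets domain (1 uM in the protein solution; 300mM KCl, 50mM Tris-HCl, 1mM EDTA, 1mM DTT, pH 7.5) received compound, then a probe mix of 5 nM fluorescein-DNA and 100nM Texas-615-DNA. Fluorescence polarization was read for both dyes.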
* = called active by the depositor; ? = inconclusive; . = not tested or not shown; & = joins results of further samples; [ ] = remark or other dose. Unless noted, calls follow the shape of the dose curve; as a rule, active = well fitted curve in the direction sought with a large enough effect; inconclusive = small, poorly fitted or top-dose-only effect, or another doubt; inactive = no such curve, though single readings can be large; an effect the other way counts as inactive or inconclusive. An excerpt; rates above refer to the full screens.

SMILES	12-LOX inh	RGS4 inhibitor	PI4K2A block	GLS inhibitor	HP1b binding inh	BAZ2B inh	JMJD2A Tudor inh	G9a block	ERG-DNA inh
CCOc1ccccc1CN1CCCC(C(=O)c2cc(F)ccc2F)C1 (centres undefined)	10%	-34%	2	1%	36%	8%	-14%	-3%	2%
CC12CCC3C(CCC4CC(=O)C(C(O)C(F)(F)F)CC43C)C1CCC2O (centres undefined)	-24%	-17%	13	-4%	10%	.	-17%	.	3%
CCC(=Nc1ccc2c(c1)CCC2)c1c(O)n(C)c(=O)n(C)c1=O	-7%	8%	-5	8%	15%	11%	-5%	23%	6%
C[N+]1(C)C2CCC1CC(OC(=O)C(CO)c1ccccc1)C2 (centres undefined)	?	-7%[56.9 µM]	-1&3&1	-9%	38%	-4%	?	59%[activator][59 µM]	-6%
O=C1CN=C(c2ccccc2)c2cc(Cl)ccc2N1Cc1ccc(Cl)cc1	?	14%	0	-15%	8%	-2%	-17%	-10%[59 µM]	2%
COC1CCCCC1NCCc1ccccc1 (centres undefined)	-8%	-34%	-4	9%	?	-30%	?	?	1%
Cc1ccc2cc(CNCCc3ccccc3C)c(=O)[nH]c2c1	-29%	9%	2	-11%	20%	?	-16%	10%	2%
Cc1cc(Br)c(NC(=O)CN2CC=C(c3ccccc3)CC2)c(Br)c1	41%[activator]	10%	2	5%	18%	.	-32%	-8%	7%
N#CC1=C(N)Oc2n[nH]c(-c3cccs3)c2C1c1ccsc1 (centres undefined)	?	-36%	-15	16%	14%	?	-27%	?	-4%
CNCC1(c2ccccc2)CCCC1	4%	7%	-2	-11%	36%	1%	-6%	.	-2%
O=C1NC(=O)N(c2ccc(F)cc2)C(=O)/C1=C/c1ccsc1	-15%	-54%	-8	4%	54%[activator]	-13%	-11%	14µM*	18%
O=C(C1CC(c2ccc(Cl)c(Cl)c2)=NO1)N1CCC2(CC1)OCCO2 (centres undefined)	-11%	8%	0	0%	24%	22%	-8%	-23%	.
CC1C(=O)OC2CCN3CC=C(COC(=O)C(C)(O)C1(C)O)C23 (centres undefined)	23%	10%	-1	-5%	26%	.	-10%	.	11%
COC(=O)COc1ccc(C(c2c(C)[nH][nH]c2=O)c2c(C)[nH][nH]c2=O)cc1	-6%	-45%	-14	4%	41%[activator]	-2%	-5%	.	13%
S=C(Nc1ccccc1)Nc1cccc(Br)c1	?	-11%	-6	31%[activator]	19%	-11%	-13%	-5%[59 µM]	2%
O=C1C2CCN(CC2)C12CC2c1ccc(C(F)(F)F)cc1 (centres undefined)	?	8%	3	-15%	28%	0%	-11%	.	17%[15.4 µM]
CC1C=CCCC12C(=O)NC(=O)NC2=O (centres undefined)	-12%	-22%	-1	-7%	26%	.	-2%	.	-13%
Cc1ccc(-c2nnc(Nc3ccc(O)cc3)c3ccccc23)cc1S(=O)(=O)N1CCOCC1	-15%	12%	0	23%	13%	-20%	?	4%[59 µM]	3%
CCOP(=O)(C#Cc1ccccc1)C(O)c1ccc(Br)cc1 (centres undefined)	292%[activator]	14%	3	6%	26%	0%	-13%	2%	1%
CCN1CCN(CC(c2ccccc2)c2ccccc2)CC1	?	22%	3	5%	?	10µM*	0.79µM*	?	10%

An excerpt from above in order of number of heavy atoms, high to low.
SMILES	12-LOX inh	RGS4 inhibitor	PI4K2A block	GLS inhibitor	HP1b binding inh	BAZ2B inh	JMJD2A Tudor inh	G9a block	ERG-DNA inh
Cc1ccc(-c2nnc(Nc3ccc(O)cc3)c3ccccc23)cc1S(=O)(=O)N1CCOCC1	-15%	12%	0	23%	13%	-20%	?	4%[59 µM]	3%
CC12CCC3C(CCC4CC(=O)C(C(O)C(F)(F)F)CC43C)C1CCC2O (centres undefined)	-24%	-17%	13	-4%	10%	.	-17%	.	3%
O=C1NC(=O)N(c2ccc(F)cc2)C(=O)/C1=C/c1ccsc1	-15%	-54%	-8	4%	54%[activator]	-13%	-11%	14µM*	18%

(next part)
SMILES	12-LOX inh	RGS4 inhibitor	PI4K2A block	GLS inhibitor	HP1b binding inh	BAZ2B inh	JMJD2A Tudor inh	G9a block	ERG-DNA inh
Cc1ccc(C2=[N+]([O-])C3(CCCCC3=O)N(O)C2(C)C)cc1 (centres undefined)	4%	9%	-5	30%	41%[activator]	-31%	-6%	?	-10%
CCCCCCC(=O)c1c(O)n(-c2ccccc2OC)c(=O)[nH]c1=O (tested in a mixture with another compound)	?	-38%	-3	-2%	11%	-4%	-13%	7%	0%
Cc1cccc(CN2CCN(c3ccc(Cl)cc3)CC2)c1	-12%	-12%	-5	-3%	?	50µM*	22µM*	32µM*	0%
CN1CCN(c2c(F)cc([N+](=O)[O-])c(N)c2Br)CC1	-6%	8%	3	0%	-10%	-3%	-31%	?	0%
Cc1cc(Br)ccc1N1C(=O)CC(=O)NC1=O	45µM*	-53%	-7	19%	-1%	-33%	-32%	8%[59 µM]	3%
c1cnc(OCCN2CC2)cn1	12%	-4%	-2	7%	43%[activator]	.	-16%	.	-2%
Oc1c(Br)cc(-c2ccccc2)cc1Br	?	-19%	-6	0%	?	.	-36%	.	-5%
CCCC(C)n1[nH]c(=O)c2c1NC(=O)CSC2c1ccccc1 (centres undefined)	29%	-12%	6	-19%	2%	0%	-16%	0%	-1%
COc1cc2c3cc1Oc1c(OC)c(OC)cc4c1[C@H](Cc1ccc(cc1)Oc1cc(ccc1O)C[C@H]3N(C)CC2)N(C)CC4	?	-14%	-2	-17%	-12%	.	?	.	6%
O=C(CN1CC=C(c2ccccc2)CC1)NC(=O)NC1CCCCC1	-7%	-23%	1	11%	32%	-1%	-13%	-45%	-5%
O=C1NC(=O)C2(Cc3ccccc3N3CCCC32)C(=O)N1c1ccc(Cl)cc1 (centres undefined)	?	-16%	-4	-20%	15%	12%	?	20µM*	-4%
C/C(=N\N(C)c1ccccc1)c1c(O)[nH]c(=O)[nH]c1=O	?	5%	-1	48%[activator]	21%	-3%	-7%	50µM*	-5%
C[C@H]1C[C@@H](C)C(=O)[C@@H]([C@H](O)CC2CC(=O)NC(=O)C2)C1	18%	8%	-2	1%	13%	18%	-23%	29%[12.7 µM]	-1%
CCOC(=O)C1=C(N)Oc2c(c(=O)oc3ccccc23)C12C(=O)N(C)c1ccccc12 (centres undefined)	8%	0%	-5	3%	-8%	13%	-11%	-4%[59 µM]	3%
CC(C)OP(=O)(O)NC(=O)c1ccccc1	-9%	-23%	4	5%	44%	1%	-3%	-44%	-7%
CCOP(=O)(OCC)C(O)c1cccnc1 (centres undefined)	?	-9%	7	17%	29%	2%	-6%	-1%[12.7 µM]	-14%[15.4 µM]
CN1CC[C@@]23CCCC[C@@H]2[C@@H]1Cc1ccc(O)cc13	-25%	4%	26	20%&32%	39%[activator]	2%	-6%	13%[59 µM]	9%
CCOC(=O)C1C2NC(=O)N(Cc3ccccc3)C1(C)Oc1c(OC)cccc12 (centres undefined)	12%	2%	7	4%	8%	-7%	-6%	.	-1%
CCOC(=O)c1nc2ccccc2c(=O)n1-c1ccc(C)cc1C	-24%	-17%	2	-1%	11%	-17%	-25%	?	0%
CCN(CC)CCOC(=O)C(O)(c1ccccc1)c1ccccc1	-18%	18%	-2&0	13%&12%	22%	-4%	-16%	28%[59 µM]	0%
C1CCC(NC2CCCCC2)CC1	2%	-14%	2&4	-5%&-4%	48%[activator]	0%	-8%	3%[0.501 µM]	-1%
Cc1ccc(CC(=O)N2CCN(C)CC2)cc1	-19%	14%	1	8%	35%	-11%	-12%	1%	-14%
CC(C)[C@H](N)C(=O)OCCOCn1cnc2c(=O)[nH]c(N)nc21	-2%	4%&7%	2&0&-5	19%&-1%&-10%	33%&15%	-5%	-14%&-14%	?	-11%&-11%
CC1(C)CCCN1CCC(C(N)=O)(c1ccccc1)c1ccccc1	-11%	-13%	-3	-7%	0%	.	?	.	8%

Record cards, from the list above:
`CC(C)[C@H](N)C(=O)OCCOCn1cnc2c(=O)[nH]c(N)nc21` across the screens: 12-LOX inh: -2%; RGS4 inhibitor: 4%&7%; PI4K2A block: 2&0&-5; GLS inhibitor: 19%&-1%&-10%; HP1b binding inh: 33%&15%; BAZ2B inh: -5%; JMJD2A Tudor inh: -14%&-14%; G9a block: ?; ERG-DNA inh: -11%&-11%
`C1CCC(NC2CCCCC2)CC1` across the screens: 12-LOX inh: 2%; RGS4 inhibitor: -14%; PI4K2A block: 2&4; GLS inhibitor: -5%&-4%; HP1b binding inh: 48%[activator]; BAZ2B inh: 0%; JMJD2A Tudor inh: -8%; G9a block: 3%[0.501 µM]; ERG-DNA inh: -1%
